High-throughput results as filed in PubChem.
Abeta rescue = restores growth of yeast expressing A-beta42 peptide; Potency, µM (highest dose often 46.1 µM), inactives show top-dose growth rescue, most hits filed as activators; AID 1347071; hit rate 0.063% among 410,000; yeast expressing A-beta42, growth rescue, OD600, 48 h; response scale: 0% DMSO, 100% iron-clioquinol control; note: potency is the fitted concentration of half-maximal effect; nearly all actives have a fitted effect of over 55% in size
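Yeast A-beta toxicity model in growth medium with pinned compounds, 48 h at 30 C; growth read as absorbance at 600 nm. Normalized to FeCl3/clioquinol equimolar mix (positive) and DMSO (negative).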
IL2 activator = IL-2 activation | IL-2 activation reporter assay, cell-based qHTS; stimulated with anti-CD3/CD4/CD28 beads; in transgenic mouse T cells | activation, % (series mostly up to about 46 µM) | hit rate 0.065% among 360,000 | AID 652025; in the data active = activation above about 50%; inconclusive = mostly about 30% to 49%; note: 0% is about no effect
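Readout is EGFP and DsRed signal by fluorescent plate cytometry after 18 h at 37 degrees C. Transgenic mouse T cells (750/well) received compound for 60 min before bead stimulation (anti-CD3, anti-CD4, anti-CD28); memory T cells served as non-tolerant control.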
PLK1 PBD block = inhibitors of human PLK1 polo-box domain binding. P53350. Plk1 PBD binding of FITC phosphopeptide, fluorescence polarization. Potency, µM, for the others: max response, negative = inhibition, most hits filed as inhibitors. hit rate 2.8% among 360,000; note: potency is the fitted concentration of half-maximal effect; series mostly up to about 57 µM; % is set by controls: 0 for no effect and ±100 for the full control effect; nearly all actives have a fitted effect of over 65% in size
Target sequence (P53350 whole entry, looked up, the tested form may be a part): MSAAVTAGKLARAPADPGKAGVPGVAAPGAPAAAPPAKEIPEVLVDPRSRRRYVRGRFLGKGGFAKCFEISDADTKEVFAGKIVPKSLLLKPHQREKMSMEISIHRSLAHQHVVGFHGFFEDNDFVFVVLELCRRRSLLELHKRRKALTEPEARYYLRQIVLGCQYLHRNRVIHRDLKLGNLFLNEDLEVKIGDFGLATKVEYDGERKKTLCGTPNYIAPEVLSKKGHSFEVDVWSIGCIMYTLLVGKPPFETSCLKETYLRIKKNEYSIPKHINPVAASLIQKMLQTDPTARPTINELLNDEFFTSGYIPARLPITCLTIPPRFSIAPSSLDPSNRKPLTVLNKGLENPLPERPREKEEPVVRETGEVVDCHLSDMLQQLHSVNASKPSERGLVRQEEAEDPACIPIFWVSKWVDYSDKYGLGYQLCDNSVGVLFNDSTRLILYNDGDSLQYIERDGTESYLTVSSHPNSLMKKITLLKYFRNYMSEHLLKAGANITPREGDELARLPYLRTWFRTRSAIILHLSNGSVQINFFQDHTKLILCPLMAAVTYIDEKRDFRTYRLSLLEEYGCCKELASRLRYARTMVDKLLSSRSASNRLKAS
EPAC1 antag = blocks human EPAC1 exchange factor; O95398; EPAC1 GEF assay, Rap1b-BODIPY-GDP exchange fluorescence; Potency, µM (doses to about 115 µM), inactives show top-dose activity change, negative = inhibition, usual class: inhibitors; hit rate 0.14% among 360,000; AID 720709;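 note: potency is the fitted concentration of half-maximal effect; plate controls were vehicle for no effect and positive control for full effect; nearly all actives have a fitted effect of over 50% in size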
FUS yeast rescue = FUS proteinopathy suppression in yeast; S. cerevisiae FUS-expressing, growth rescue, OD600, 24 h; Potency, µM (titrated, usually from 76.6 µM), for inactives: at the highest dose growth rescue (activation), usual class: activators; hit rate 0.24% among 390,000; AID 1347120;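 note: potency is the fitted concentration of half-maximal effect; plate controls were DMSO vehicle for no effect and reference control for full effect; nearly all actives have a fitted effect of over 55% in size; some results filed as inactive show a strong effect at the top dose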
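Compound concentration series was pinned onto galactose-induced FUS-expressing yeast seeded at OD 0.005. Plates sat 24hr at 30C; absorbance at 600 nm gave growth. DMSO served as background control.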
WRN helicase inh = inhibitors of human WRN helicase. Q14191. WRN helicase unwinding, fluorescent forked duplex, kinetic. Potency, µM (highest dose often 114 µM), for the others: at the top dose activity change, negative = inhibition, hits mostly inhibitors. hit rate 0.46% among 360,000. AID 651768; note: potency is the fitted concentration of half-maximal effect; % is set by controls: 0 for no effect and ±100 for the full control effect; nearly all actives have a fitted effect of over 55% in size
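Kinetic fluorescence helicase assay: unwinding of a quenched forked DNA duplex (100 nM final) with 2 mM ATP final raises red fluorescence (525/598 nm). Compounds sat 15 min at room temperature with 20 nM WRN beforehand.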
PI5P4K alpha inh = PI5P4K alpha (human) kinase inhibition; P48426; PI5P4Kalpha enzyme, ADP-Glo luminescence, 60 min; hits give low values; max response, %; hit rate 1.2% among 330,000; active = max response of -50% or lower; inconclusive = between -30% and -50%; inactive = -30% or higher; note: value at the top dose of about 77 µM; % is set by controls: 0 for no effect and ±100 for the full control effect
Target sequence (P48426 whole entry, looked up): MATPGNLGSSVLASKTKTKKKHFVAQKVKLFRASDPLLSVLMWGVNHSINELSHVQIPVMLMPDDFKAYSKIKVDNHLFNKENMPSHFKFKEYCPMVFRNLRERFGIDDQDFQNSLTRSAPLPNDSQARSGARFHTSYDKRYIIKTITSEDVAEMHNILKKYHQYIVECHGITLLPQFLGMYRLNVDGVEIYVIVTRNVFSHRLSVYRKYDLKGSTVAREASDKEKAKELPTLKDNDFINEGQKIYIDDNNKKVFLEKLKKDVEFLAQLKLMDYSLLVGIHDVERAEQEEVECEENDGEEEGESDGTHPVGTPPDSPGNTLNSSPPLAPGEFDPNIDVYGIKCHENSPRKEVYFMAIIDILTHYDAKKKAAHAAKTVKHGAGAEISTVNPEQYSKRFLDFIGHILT
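ADP-Glo luminescence end-point after a 60 min room-temperature kinase reaction. PI5P4Kalpha and substrate in HEPES pH 7.4 buffer with EGTA, 0.1% CHAPS and 5% DMSO; ATP at 5 microM final.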
aSyn rescue = alpha-synuclein toxicity inhibition in yeast; Yeast expressing alpha-synuclein, growth rescue, BacTiter-Glo, 24 h; Potency, µM (highest dose often 46.1 µM), for the others: top-dose growth rescue (activation), usual class: activators; hit rate 0.14% among 370,000; AID 652106; note: potency is the fitted concentration of half-maximal effect; % of control where 0% means no effect; nearly all actives have a fitted effect of over 65% in size
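Rescue of yeast growth: cells expressing toxic alpha-synuclein, induced in galactose at OD600 0.02, incubated with compound 24 h at 30 C. ATP luminescence quantified growth; inhibitors of toxicity appear as activators.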
EPAC1 agonist = activates human EPAC1 exchange factor; O95398; EPAC1 agonist qHTS, biochemical assay; response scale: 100% = response to 6.5 mM cAMP; Potency, µM (highest dose often 154 µM), inactives show at the highest dose activation, most hits filed as activators; hit rate 0.073% among 360,000; AID 720707; note: potency is the fitted concentration of half-maximal effect; nearly all actives have a fitted effect of over 60% in size
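Compounds were pinned as a concentration titration into mixtures of EPAC1 (100 nM), BODIPY-GDP-loaded Rap1B (250 nM) and GDP (50 uM). After 5 min at room temperature, fluorescence was followed for 30 min; activity was scaled to 6.5 mM cAMP.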
The depositor's hits bear a star; ? = inconclusive; . = not tested or not shown; [ ] = another dose, or the depositor's remark. Unless noted, calls come from the whole dose curve; as a rule, active = well fitted curve in the direction sought with a large enough effect; inconclusive = small, poorly fitted or top-dose-only effect, or another doubt; inactive = no such curve, though single readings can be large; an effect the other way counts as inactive or inconclusive. This is a random part of the collection (roughly 4.1% active in at least one column).

SMILES	Abeta rescue	IL2 activator	PLK1 PBD block	EPAC1 antag	FUS yeast rescue	WRN helicase inh	PI5P4K alpha inh	aSyn rescue	EPAC1 agonist
COc1cc2c(cc1OC)CN(C1CCC(C(C)(C)C)CC1)CC2 (stereo not given)	-9%	0.5	-2%	-10%	5%	0%	1	0%	-12%
CCC(C)(C)C1CCC2(CC1)NC(CO)(CO)CO2 (stereo not given)	8%	0.3	0%	4%	-10%	5%	-1	-8%	0%
O=[N+]([O-])c1ccc2c(c1Nc1ccccc1Cl)=NC1(CCCCC1)N=2	20%	1.5	-6%	-22%	-21%	6%	0	2%	11%
CCCOc1ccccc1NC(=O)c1ccc([N+](=O)[O-])cc1	-6%	-0.1	-6%	-6%	-1%	-10%	-2	0%	11%
CC(NC(=O)OC(C)(C)C)C(=O)NC(CCC(=O)OCc1ccccc1)C(N)=O (stereo not given)	-10%	3.1	-10%	-5%	20%	5%	1	-17%	-2%
Cc1ccc(C(=O)COC(=O)c2cc(Cl)nc3ccccc23)cc1	-3%	1.6	-7%	-9%	8%	13%	0	.	3%
Cc1cc(C)cc(NC(=S)NCc2ccc3[nH]c4c(c3c2)CCCC4)c1	?	0.0	-10%	?	?	-10%	1	5%	5%
NS(=O)(=O)c1ccc(NC(=O)NC2CCCCC2)cc1	5%	-4.1	1%	-11%	.	-2%	-7	-6%	-4%
COc1ccc(CCC(=O)NCCS(=O)(=O)N2CCN(c3ccc(F)cc3)CC2)cc1	4%	0.4	4%	-12%	-7%	-4%	0	5%	2%
CNC(=S)N1N=C(c2ccc(Br)cc2)CC1c1ccc(OC)cc1 (stereo not given)	22%	0.4	-5%	-10%	0%	-16%	3	13%	1%
COc1ccc(-c2nnc3sc(C4CCCCC4)nn23)cc1OC	-12%	-3.5	-10%	8%	1%	9%	-2	-4%	1%
CC1(C(=O)NS(=O)(=O)C2CC2)CCN(C(=O)c2c(F)cccc2F)C1 (stereo not given)	-11%	1.0	-1%	-16%	-10%	-3%	-1	2%	-5%
Nc1cc(=O)[nH]c(SCC(=O)Nc2cc(S(=O)(=O)N3CCCCCC3)ccc2Cl)n1	12%	-0.7	-9%	-9%	28%	-29%	-26	4%	0%
CC(=O)N1N=C(c2ccccc2)OC1(C)CC(=O)Nc1ccccc1 (stereo not given)	31%	-0.5	2%	-14%	.	6%	1	2%	-16%
COc1ccccc1C(=O)Nc1c2c(nn1-c1ccc([N+](=O)[O-])cc1)CS(=O)(=O)C2	3%	-1.7	-1%	-9%	-35%	-3%	0	1%	-4%
O=C(Nc1ccc(F)cc1)C(Cc1ccccc1)n1cccc1 (stereo not given)	21%	-2.0	-20%	-15%	6%	-3%	1	-6%	6%
CC(=O)Nc1nnc(SCC(=O)NCC2CCCO2)s1 (stereo not given)	-5%	-0.8	-8%	7%	9%	0%	.	-5%	9%
COc1ccccc1N1CCN(C2CCCN(C(=O)c3ccsc3)C2)CC1 (stereo not given)	4%	-4.3	-8%	7%	18%	-26%	-5	4%	-7%
CCOC(=O)c1c(-c2ccccc2)csc1NC(=O)c1cccc(N2C(=O)CCC2=O)c1	1%	-1.9	-6%	-3%	20%	6%	.	4%	15%
O=C(Nc1nc2c(Cl)cccc2s1)c1ccc(Br)o1	-7%	2.5	-10%	7%	4%	5%	.	-13%	3%
Cc1cccnc1	-14%	-0.1	-1%	-1%	-43%	7%	-2	-2%	-13%
COC(=O)[C@H](CC(C)C)NC(=O)Cn1cnc(C(=O)Nc2ccc(C)c(C)c2)n1	2%	-0.4	-2%	8%	16%	-3%	1	-11%	1%
CC/C(=N\NC(=O)c1c(C)nc2ccccn12)c1ccccc1	-11%	-3.3	-8%	-5%	9%	5%	3	-3%	5%
COc1ccc(S(=O)(=O)N2CCN(Cc3cccc(OC)c3)CC2)cc1	-1%	-0.3	-12%	?	?	-10%	5	6%	-1%
O=C(Nc1ccccc1Cl)c1cc(C2CCCN(C(=O)c3cccs3)C2)on1 (stereo not given)	-14%	0.2	-2%	-20%	?	-7%	-1	12%	4%
Later entries.
SMILES	Abeta rescue	IL2 activator	PLK1 PBD block	EPAC1 antag	FUS yeast rescue	WRN helicase inh	PI5P4K alpha inh	aSyn rescue	EPAC1 agonist
OCCC1CN(Cc2ccc3c(c2)CCO3)CCN1Cc1ccc(F)cc1 (stereo not given)	-5%	0.0	-2%	1%	-9%	-4%	-2	-1%	2%
Nc1c(-c2ccccc2)cnn1-c1ccc(C(=O)O)cc1	-16%	1.1	-20%	0%	32%	-12%	.	0%	-4%
CCc1ccc(CNc2ccc3c(c2)ncn3C)cc1	-13%	-2.1	-10%	-11%	22%	-4%	.	-5%	5%
CN(C)c1cccc2c(S(=O)(=O)NC(=O)[C@H]3O[C@@H](n4cnc5c(N)ncnc54)[C@H](O)[C@@H]3O)cccc12	-3%	-0.1	-3%	-9%	-9%	-3%	10	-1%	6%
CCNc1nc(SCC(N)=O)nc2sc3c(c12)CCN(C)C3	-11%	-2.3	-13%	-10%	7%	3%	11	-6%	1%
Cc1ccc(S(=O)(=O)N2CCCCC2)cc1NC(=O)c1cc(=O)[nH]c2ccccc12	-6%	0.7	-8%	-8%	-12%	-9%	1	-1%	0%
COCc1cccc(-c2csc(C(O)c3ccc(OC)cc3)n2)c1 (stereo not given)	5%	-0.7	-11%	-10%	21%	1%	3	29%	-9%
CN(CC(=O)Nc1ccc(F)c(F)c1F)C(=O)C1CCN(C(=O)Nc2ccccc2)CC1	6%	1.2	-2%	11%	4%	14%	2	2%	-1%
CCCc1nc2c(C)ccc(C)c2c(N)c1CC	-6%	1.9	-4%	3%	12%	18%	.	-3%	-1%
C[C@@H]1CCCCO[C@H](CN(C)C(=O)c2ccccc2)[C@@H](C)CN([C@H](C)CO)C(=O)c2cc(NC(=O)c3ccncc3)ccc2O1	-4%	4.6	-13%	16%	8%	-9%	3	-44%	-6%
O=C(NC1CCCCC1)c1cccnc1Sc1ccccc1Cl	-25%	2.5	3%	0%	-17%	5%[57.1 µM]	-4	0%	-3%
CCc1nc2ccc(C(=O)N(C)CCCN(C)C)cn2c1N(CC)CCOC	13%	-0.1	3%	18%	-13%	-4%	-1	1%	10%
CCOc1ccc(Oc2cc(N)cc([N+](=O)[O-])c2)cc1	-1%	0.0	0%	-24%	13%	-4%	26	5%	-1%
C=CCn1c(SCC(=O)c2ccc(O)c(O)c2)nnc1-c1ccc(C)cc1	-15%	1.3	-2%	0%	-22%	?	-3	-5%	-6%
Cc1cccc(N(CC(=O)NC2CCCC2)C(=O)CCCC(=O)Nc2ccccn2)c1	11%	0.4	-1%	-8%	16%	5%	7	2%	-7%
Cc1noc(C)c1CS(=O)(=O)c1ccc(Br)cc1	-10%	0.5	-15%	-13%	.	4%	-5	-18%	-1%
Cc1nnc(NC(=O)CSc2nnc(C(C)NC(=O)c3ccccc3F)n2C)s1 (stereo not given)	-1%	-3.5	1%	-23%	2%	9%	-3	5%	-3%
Cc1cc(C)c(S(=O)(=O)N2C=CC(C(F)(F)F)=NCC2)c(C)c1	20%	0.0	-7%	-2%	26%	1%	6	0%	4%
COc1cc(CNCc2ccc(OC)c(OC)c2OC)cc(OC)c1	10%	-1.0	-12%	-9%	7%	6%	.	-2%	2%
CCc1ccc(NC(=O)C(C)OC(=O)Cc2cc(OC)c(OC)c(OC)c2)cc1 (stereo not given)	10%	-1.0	-1%	-22%	20%	1%	4	3%	-10%
Cc1onc(-c2ccccc2)c1C(=O)OCC(=O)Nc1ccc(Cl)cc1	5%	0.2	-6%	-25%	-3%	-8%	8	3%[1.84 µM]	7%
CC(C)Oc1ccc(CN2CCC(n3nccc3NC(=O)c3cccnc3)CC2)cc1	1%	-3.6	-8%	10%	0%	-7%	0	-6%	7%
O=C(O)CCC(=O)N1CCc2cc(S(=O)(=O)NCc3ccc(Cl)cc3)ccc21	-2%	-2.3	-20%	-8%	8%	3%	-5	-1%	7%
O=[N+]([O-])c1ccccc1S(=O)(=O)NCCc1ccncc1	-10%	0.8	-27%	1%	-14%	-8%	0	2%	5%
CC1CCCN(C(=O)CN2C(=O)NC3(CCCCC3C)C2=O)C1 (stereo not given)	-4%	8.7	-3%	9%	7%	1%	-1	-2%	5%
(cont.)
SMILES	Abeta rescue	IL2 activator	PLK1 PBD block	EPAC1 antag	FUS yeast rescue	WRN helicase inh	PI5P4K alpha inh	aSyn rescue	EPAC1 agonist
CCOC(=O)c1c(NC(=O)C(=O)N/N=C/c2ccccc2O)sc2c1CCCCC2	10%	-3.7	-7%	2%	.	-2%	-5	-10%	8%
Nc1nc(SC23CC4CC(CC(C4)C2)C3)ns1	-9%	-3.0	1%	2%	-1%	-4%	-8	-1%	8%
O=C(COC(=O)COc1ccc(Cl)cc1Br)NC1CCCC1	2%	-0.6	-1%	-16%	-7%	1%	-3	23%	-2%
CCCc1c(C(=O)N/N=C/c2ccccc2OCc2ccc(F)cc2)nnn1-c1nonc1N	13%	-2.0	-14%	-19%	23%	10%	-2	9%	11%
CCOC(=O)c1ccc(S(=O)(=O)N2CCN(c3ccccn3)CC2)cc1	0%	1.2	0%	20%	0%	-1%	6	7%	-8%
CC1=CC(C)(C)N2C(=O)C3(NCCc4c3[nH]c3ccccc43)c3cccc1c32 (stereo not given)	7%	1.8	-2%	-12%	11%	-1%	-7	0%	1%
Cc1cccc(C)c1NC(=O)N1CCN(c2nc3ccccc3s2)CC1	5%	0.3	-9%	-2%	12%	-16%	-1	0%	-8%
CC(=O)N1CCN(C2=NC(=O)C(=C3CCCCC3)S2)CC1	-8%	0.7	?	2%	-11%	7%	-8	-7%	1%
